From PubChem
SR-BI DiI-HDL act: activators of SR-BI mediated HDL lipid uptake; CHO ldlA[mSR-BI] cells, DiI-HDL uptake fluorescence, 3 h; 100 = double the neutral-control signal; activation, % at 12.5 µM; actives 0.096% (n = 320,000);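 active = mean replicate activation of at least 60% and every replicate at or above 60%; inconclusive = mean or all-replicate condition met, but not both; inactive = mean below 60% and not all replicates reaching 60%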;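 also: 0% = median plate neutral-control signal and 100% = twice that signal; values of inactives mirror those of a sister screen read the other way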
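System: LDL receptor-deficient CHO ldlA cells overexpressing murine SR-BI | Timing: 3 h uptake period with compound, 37 °C | Medium: HEPES-buffered (25 mM, pH 7.4) F12 plus 0.5% BSA | Dosing: Single-point compound dose | Signal: Bottom-read fluorescence, 550/595 nm | Read-out: Retained DiI signal reflecting DiI-HDL uptake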
SR-BI DiI inh: blocks mouse SR-BI lipid uptake from DiI-HDL; ldlA[mSR-BI] CHO cells, DiI-HDL uptake fluorescence, 3 h; inhibition, % at 12.5 µM; actives 0.96% (n = 320,000);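 active = mean replicate inhibition of at least 70% and a set share of replicates each scoring 70 or more; inconclusive = meets just one of the two criteria; inactive = fails both criteria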;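 also: 0% = median of neutral control wells and 100% = median of positive control wells; values of inactives mirror those of a sister screen read the other way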
CDK5 inh: CDK5/p35 (human) kinase inhibition. inhibition, % at 10 µM. Recombinant CDK5/p35, ADP-Glo luminescence, 60 min. Q00535+Q15078. actives 0.01% (n = 330,000);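 active = highest replicate inhibition of at least 50% and at least 75% of replicates reaching 50%; inconclusive = only one of the two criteria met; inactive = both criteria failed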;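 also: plate controls were DMSO neutral control for no effect and GW8510 at 10 µM for full effect; many of its hits are not listed in these tables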
Target sequence (Q00535 whole entry, looked up): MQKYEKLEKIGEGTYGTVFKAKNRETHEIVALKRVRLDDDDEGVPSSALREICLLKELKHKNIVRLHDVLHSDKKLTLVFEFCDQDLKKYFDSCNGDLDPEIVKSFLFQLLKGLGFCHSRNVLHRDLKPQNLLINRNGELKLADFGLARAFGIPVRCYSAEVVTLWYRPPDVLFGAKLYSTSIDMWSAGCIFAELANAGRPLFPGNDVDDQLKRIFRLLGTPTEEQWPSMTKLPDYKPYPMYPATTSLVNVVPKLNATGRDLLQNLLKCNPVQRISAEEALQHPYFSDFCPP
Target sequence (Q15078 whole entry, looked up): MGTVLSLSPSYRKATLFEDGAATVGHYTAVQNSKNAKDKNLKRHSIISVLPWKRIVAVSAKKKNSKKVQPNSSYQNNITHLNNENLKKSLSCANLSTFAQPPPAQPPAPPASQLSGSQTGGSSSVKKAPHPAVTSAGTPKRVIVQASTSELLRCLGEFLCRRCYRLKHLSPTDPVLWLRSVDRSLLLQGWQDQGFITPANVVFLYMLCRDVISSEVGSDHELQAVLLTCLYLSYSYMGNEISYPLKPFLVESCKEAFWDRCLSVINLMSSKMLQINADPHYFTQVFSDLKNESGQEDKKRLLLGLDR
MITF TRPM1 HTS: MITF TRPM1 promoter activation in melanoma cells. AID 588334. SK-MEL-5 TRPM1-promoter luciferase, 24 h; % of positive control, neutral wells = 0. activation, % at 12.5 µM. actives 0.75% (n = 300,000);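 active = mean activation of at least 80% with every replicate also reaching 80%; inconclusive = mean reaches 80% but some replicate falls short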;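 also: 0% = neutral control wells and 100% = parthenolide positive control wells; values of inactives mirror those of a sister screen read the other way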
Rtt109 Vps75: blocks Candida albicans Rtt109/Vps75 acetyltransferase activity. purified Rtt109/Vps75, ThioGlo CoA-SH fluorescence, 4 h. inhibition, % at 34.9 µM. Q5AAJ8. actives 0.16% (n = 330,000). AID 540336;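 active = inhibition of at least 50% in every replicate; inconclusive = best replicate reaches 50% inhibition but some replicates fall short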
PvdQ acylase: blocks Pseudomonas aeruginosa PvdQ acylase activity. purified PvdQ acylase, fluorescence plate reader. inhibition, % at 10 µM. actives 0.063% (n = 340,000); in the data active = inhibition above about 30%, passing the limit was not always enough; inconclusive = no clear call, values can overlap the other calls;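 also: 0% = vehicle neutral wells and 100% = reference inhibitor wells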
Wnt bcat act: activates Wnt/beta-catenin signaling in a reporter cell assay. activator, plate reader. actives 1.2% (n = 300,000). activation, % at 9.35 µM; in the data active = activation above about 30%, passing the limit was not always enough; inconclusive = no clear call, values can overlap the other calls;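 also: 0% = neutral control wells and 100% = positive control wells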
dFosB act: activators of mouse delta FosB homodimer; purified delta FosB, TAMRA-CDK5 oligo fluorescence polarization; percent of positive-control signal above neutral wells; activation, % at 25 µM; actives 0.99% (n = 340,000);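 active = mean activation above about 17%, with every replicate also reaching it, limit read from the data, passing the limit was not always enough; inconclusive = only one of the two conditions met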;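 also: fluorescence polarization rise as delta FosB binds a TAMRA Cdk5 AP-1 oligo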
RTF Ca sens act: cardiac RTF calcium sensitization; P19429+P45379; IANBD-labeled TnC RTF fluorescence at EC20 calcium; 0% EC20 calcium, 100% full calcium; activation, % at 7.2 µM; actives 0.24% (n = 340,000);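 active = activation above the mean over all tested compounds plus 3 SD, cut at about 30% in these data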;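 also: rise in fluorescence read as greater calcium sensitivity of cardiac thin filaments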
HTR5A ag ctr: activates human HTR5A in OPRM1-OPRD1 agonist counter-screen; activation, % at 9.3 µM; P47898; HTR5A agonist assay, luminescence, cell-based; actives 0.61% (n = 340,000); in the data active = activation mostly above about 9.5%, no sharp cut-off; inactive = mostly below about 7.6%;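 also: 0% = cells with vehicle only and 100% = reference agonist; strong numbers were not always called active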
Target sequence (P47898 whole entry, looked up): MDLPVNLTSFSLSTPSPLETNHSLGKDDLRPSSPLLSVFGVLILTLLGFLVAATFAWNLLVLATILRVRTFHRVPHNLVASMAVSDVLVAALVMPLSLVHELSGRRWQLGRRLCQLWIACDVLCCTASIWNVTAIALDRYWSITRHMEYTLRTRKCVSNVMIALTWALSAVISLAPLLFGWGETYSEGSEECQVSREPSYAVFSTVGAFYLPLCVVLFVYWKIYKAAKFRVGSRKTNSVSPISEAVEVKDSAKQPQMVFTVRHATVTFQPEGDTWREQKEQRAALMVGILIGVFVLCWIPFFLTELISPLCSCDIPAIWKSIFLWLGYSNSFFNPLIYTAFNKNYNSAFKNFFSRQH
* = called active by the depositor; ? = inconclusive; · = no result given.

A first look (2 entries):
SMILES	SR-BI DiI-HDL act	SR-BI DiI inh	CDK5 inh	MITF TRPM1 HTS	Rtt109 Vps75	PvdQ acylase	Wnt bcat act	dFosB act	RTF Ca sens act	HTR5A ag ctr
COc1ccc(Nc2nc(NCCO)nc(OC)n2)cc1	6	-6	-1.5	-8	5	6	·	0	0	4
OCCC1CN(Cc2nc3ccccc3s2)CCN1C1CCCCC1 (stereo not drawn)	1	-1	0.9	1	16	8	-7	1	-3	5

The whole of this part, previewed entries included:
SMILES	SR-BI DiI-HDL act	SR-BI DiI inh	CDK5 inh	MITF TRPM1 HTS	Rtt109 Vps75	PvdQ acylase	Wnt bcat act	dFosB act	RTF Ca sens act	HTR5A ag ctr
COc1ccc(Nc2nc(NCCO)nc(OC)n2)cc1	6	-6	-1.5	-8	5	6	·	0	0	4
OCCC1CN(Cc2nc3ccccc3s2)CCN1C1CCCCC1 (stereo not drawn)	1	-1	0.9	1	16	8	-7	1	-3	5
CCCC(=O)Nc1ccc(C)c(O)c1	10	-10	-0.2	-1	10	4	·	6	7	-2
CC1=NNC(=O)C1CCC(=O)N/N=C\c1cccc(Cl)c1 (stereo not drawn)	10	-10	-0.8	-11	16	-8	-2	0	2	-3
CC1CC(O)(Cc2ccccc2)C(C)CN1C (stereo not drawn)	12	-12	-1.2	-2	7	-5	·	2	0	4
COc1ccccc1C(=O)N1CCN=C1SCc1cccnc1	13	-13	0.7	2	-31	-15	·	-6	0	4
O=C(CNS(=O)(=O)c1ccccc1)OCc1cccc([N+](=O)[O-])c1	-8	8	0.7	-7	7	-12	·	-11	-2	-1
COc1ccccc1NS(=O)(=O)c1cccc(C(=O)N2CCCCCC2)c1	-3	3	0.8	7	13	3	3	0	-4	-3
CC(OC(=O)c1ccc(O)cc1)C(=O)Nc1nc(-c2ccccc2)cs1 (stereo not drawn)	-51	51	-1.9	-16	24	-16	4	3	1	1
Cc1cccc[n+]1CC(=O)N1c2ccccc2Sc2ccccc21	13	-13	0.7	-17	1	-10	-1	-1	-2	1
COc1ccc(Cn2c(=O)[nH]c3cc(C(=O)NC4CCN(Cc5ccccc5)CC4)ccc32)cc1	1	-1	-0.8	-23	-8	-8	-3	-8	-2	1
COc1ccc(N2CC(C(=O)N/N=C/c3ccc([N+](=O)[O-])cc3)CC2=O)cc1 (stereo not drawn)	-19	19	0.0	-6	-1	-9	-1	4	1	-2
CC(=O)c1ccc(OCc2cc(C(=O)N(C)Cc3ccon3)no2)cc1	10	-10	0.9	7	2	-18	1	-1	-4	-1
NC(=O)C1CCN(C(=O)NC2CC(=O)N(c3ccc4c(c3)OCCO4)C2)CC1 (stereo not drawn)	24	-24	0.0	16	-8	-12	0	-3	-6	0
CCOc1ccc(-c2csc(NC(=O)CSC3=NC(=O)CN3C(C)=O)n2)c2ccccc12	-17	17	2.6	2	6	11	-5	0	-2	0
CCOC(=O)C1(Cc2cccc(Cl)c2)CCCN(C(=O)c2cc(C)on2)C1 (stereo not drawn)	-12	12	0.9	23	-1	-9	13	-4	0	-1
Cc1ccc(N(CC(=O)NCc2ccccc2)C(=O)CCC(=O)Nc2ccccn2)cc1	·	·	1.4	·	-14	3	0	-2	-6	-3
Cc1cc[n+](CC(=O)Nc2ccccc2)cc1	16	-16	-0.8	-18	-9	-19	1	0	1	-4
Cc1ccc(C)n1-c1nccc(-c2cccs2)n1	27	-27	-0.2	-12	-21	3	19	-5	2	2
O=C(CN1CCN(Cc2ccc(F)cc2)CC1)Nc1ccccc1F	·	·	1.9	9	-2	-13	1	-2	-9	-2
Cc1cccc(N(Cc2ccccc2)C(=O)c2ccc(S(C)(=O)=O)cc2)c1	12	-12	-0.7	2	-12	-5	-4	-5	-3	2
O=C(O)c1cccc(Nc2ncnc3ccccc23)c1	19	-19	1.2	1	-12	7	-4	-6	-6	3
N#CCn1c(C2CCCCC2)nc2ccccc2c1=O	24	-24	0.8	10	-5	35*	24	-4	1	3
CCc1nn(CC(=O)N(C)C2CCCCC2)c(=O)c2cc3cc(C)ccc3n12	-23	23	0.8	-1	1	-12	-1	-13	7	-2
c1ccc(CN2CCC(CNc3ncnc4ccccc34)C2)cc1 (stereo not drawn)	-2	2	0.5	-3	-3	-16	-5	0	3	7
C=CCN(CC=C)CCOc1ccccc1F	14	-14	0.4	-4	3	-5	5	5	0	-3
Cn1cc([N+](=O)[O-])cc1-c1nc2ccccc2n1C	11	-11	-0.5	·	-3	-6	1	0	3	-1
Cc1cccc(NC2=C(NC(=O)c3ccccc3)C(=O)c3ccccc3C2=O)c1	-42	42	-0.4	-61	0	0	0	-1	-4	-5
O=C(c1cccc(Cl)c1)N1CCN(Cc2ccncc2)CC1	14	-14	-2.8	3	-7	25	·	-2	0	-3
CCSc1nnc(NC(=O)c2ccccc2)s1	-3	3	-0.4	104*	-5	0	23	-10	1	2
CCOC(=O)[C@H]1[C@H]2COc3ccc(OC)cc3[C@@H]2N2C(=O)c3ccc(Cl)cc3NC(=O)[C@@]12C	1	-1	0.1	-5	11	-4	2	-1	-1	-4
O=c1[nH]c2ccc(S(=O)(=O)N3CCCCC3)cc2o1	-9	9	-1.0	-9	10	5	-2	-7	1	2
O=C(CSc1ccc(C(F)(F)F)cc1[N+](=O)[O-])Nc1ccc2ccccc2c1	18	-18	-0.6	5	1	-6	1	-2	0	1
CC12CCC(C(=O)NC3CCCCC3)([C@H](Br)C1=O)C2(C)C (stereo partly drawn)	16	-16	1.9	·	3	-8	-2	-8	4	1
Cc1sc(NC(=O)C(C)C)c(C(=O)Nc2ccccc2)c1C	-41	41	-2.4	0	1	-4	·	-8	7	-1
COC(=O)c1ccc(NC(=O)CSC2=NC(=O)C(c3ccccc3)C(=O)N2)cc1 (stereo not drawn)	-23	23	-0.4	1	-3	-13	-2	4	-2	6
CCOC(=O)c1cccc(NC(=O)CCc2nnc3ccc(N4CCCCC4)nn23)c1	-29	29	1.6	2	-3	6	-3	-13	-6	-3
O=C(CN1CCN(S(=O)(=O)c2ccc(Br)cc2)CC1)Nc1ccc(F)cc1F	18	-18	-0.1	-2	2	4	·	-3	-2	2
CC(C)COc1cccc(-c2cc(C(=O)N/N=C/c3ccncc3)c3ccccc3n2)c1	-79	79*	-2.2	18	-7	-11	-13	-3	3	3
CCN(Cc1ccccc1)C(=O)CCS(=O)(=O)c1ccc2c(c1)n(C)c(=O)c(=O)n2C	26	-26	0.9	8	-1	6	-5	0	5	13
COCCN(C(=O)CSc1nnc(-c2cccs2)n1N)c1c(N)n(Cc2ccccc2)c(=O)[nH]c1=O	4	-4	0.5	-3	-1	-15	2	-1	-3	3
Cc1cccc(-n2c(SCc3cc(=O)n4ccsc4n3)nc3ccccc3c2=O)c1	-12	12	-0.9	·	-5	-17	-2	-10	-3	-4
CC(=O)[C@H]1[C@@H]2C(=O)N(c3cccc(Cl)c3)C(=O)[C@@H]2[C@H]2c3ccccc3C=CN21	3	-3	-0.8	-9	-1	0	·	-18	11	2
C=CCOc1cccc(C(=O)N2CCC(CCC(=O)NC3CC3)CC2)c1	12	-12	·	9	0	-15	-3	-1	-6	4
CC(C)(C)NC(=O)C(c1cccs1)N(Cc1cccs1)C(=O)c1ccc(CN2CCOCC2)o1 (stereo not drawn)	15	-15	-6.0	1	1	-19	-2	-12	·	·
Cc1ccc(S(=O)(=O)n2nc(OC(=O)C3CCCCC3)cc2N)cc1	1	-1	-1.3	2	-10	-1	·	10	-1	-1
C/C(=N/NC(=O)CNC(=O)/C=C/c1ccco1)c1ccc(Cl)cc1	6	-6	-1.6	-5	17	-11	2	-16	7	0
O=c1c(-c2ccc(F)cc2)coc2c3c(ccc12)OCCO3	20	-20	-13	133*	-2	-10	5	-12	14	11
Cc1ccc(Cl)cc1-n1c(=O)cc(N2CC(C)OC(C)C2)[nH]c1=O (stereo not drawn)	5	-5	1.0	0	-5	-13	4	1	1	3
CC(C)n1cc(CN2CCC(C(=O)Nc3cccc(-c4cscn4)c3)CC2)cn1	-25	25	0.0	-11	7	1	-2	-10	-1	-1
CC(C)(C)NC(=O)NC(=O)CSc1ccc(S(=O)(=O)N2CCCCC2)cn1	9	-9	-0.3	-1	-2	-12	-1	1	3	1
CN(C)S(=O)(=O)c1ccc(S(=O)(=O)NCCN2CCOCC2)cc1	15	-15	-0.7	4	20	2	0	0	-3	0
Cc1ccc(C(=O)NC2CCN(C(=O)N3CCOCC3)CC2)cc1	11	-11	-0.1	·	0	-7	·	2	4	-1
O=S(=O)(/N=C(/Nc1ccccn1)c1ccc(Cl)cc1)c1ccc(Cl)cc1	-13	13	0.2	27	-2	7	·	8	7	3
O=C(CSc1cccc(C(F)(F)F)c1)Nc1ccc(N2CCOCC2)cc1	-32	32	-8.7	-6	-10	-7	4	-5	7	6
O=C(CN1CCC(N2CCCCC2)CC1)N1CCCc2ccccc21	3	-3	0.1	2	0	-8	-4	6	2	2
O=C(NNC(=O)c1ccc(F)cc1)C(=O)N1CCCCC1	35	-35	0.4	6	0	1	1	-5	-2	4
CCn1cc(CN2CCC(n3nccc3NC(=O)c3ccccc3OC)CC2)cn1	-3	3	0.1	5	-4	-11	-1	-1	-3	2
CCc1cc(=O)oc2c(C)c(OCC(=O)NCCCn3ccnc3)ccc12	5	-5	0.7	-8	7	-14	0	-17	0	-6
CC1CC(C)CN(S(=O)(=O)c2ccc(C(=O)Nc3sccc3C(N)=O)cc2)C1 (stereo not drawn)	6	-6	1.3	·	-6	-10	-8	29*	5	4
Continuation:
SMILES	SR-BI DiI-HDL act	SR-BI DiI inh	CDK5 inh	MITF TRPM1 HTS	Rtt109 Vps75	PvdQ acylase	Wnt bcat act	dFosB act	RTF Ca sens act	HTR5A ag ctr
CC(C)C(NC(=O)c1ccc(C(C)(C)C)cc1)C(=O)Nc1ccc(N2CCOCC2)cc1 (stereo not drawn)	0	0	-0.2	-6	9	9	0	-1	-2	-3
CN(c1ccc(C(=O)NCc2ccncc2)cc1)S(=O)(=O)c1ccc(Cl)cc1	-2	2	0.4	-10	1	-12	8	-16	-3	-2
COc1ccc2cc3cc(C(=O)NCCc4ccc(OC)c(OC)c4)oc3nc2c1	-38	38	-0.3	-63	-4	-5	-1	-8	4	4
CCOC(=O)c1ccc(N2C(=O)C3CCOc4ccccc4C32)cc1 (stereo not drawn)	17	-17	2.5	-3	-4	-9	-2	-4	-9	4
CCOc1ccccc1CNC(=O)Cn1ccc2cc(S(=O)(=O)N3CCCC3)ccc21	-9	9	1.0	0	4	-11	-2	-12	1	2
CCC1(C)NC(=O)N(CC(=O)N2CCN(c3cccc(Cl)c3)CC2)C1=O (stereo not drawn)	-6	6	0.9	-5	?	-19	4	-6	-2	1
CCOc1ccc(CNC(=O)CCc2cn(C)c3ccccc23)cc1	-18	18	0.6	2	12	-14	1	-6	2	1
O=C(c1cc2ccccc2o1)N1CCCC1	-2	2	-0.1	10	-1	5	0	-1	2	3
